# DUSP3 inh: blocks human VHR1 dual specificity phosphatase; recombinant VHR phosphatase, pNPP absorbance; 290,000 compounds, 0.52% hits; inhibition, % at 13.3 µM; in the data active means inhibition above about 50%; further: some compounds called inactive have numbers as strong as hits
# Target sequence (P51452 whole entry, looked up): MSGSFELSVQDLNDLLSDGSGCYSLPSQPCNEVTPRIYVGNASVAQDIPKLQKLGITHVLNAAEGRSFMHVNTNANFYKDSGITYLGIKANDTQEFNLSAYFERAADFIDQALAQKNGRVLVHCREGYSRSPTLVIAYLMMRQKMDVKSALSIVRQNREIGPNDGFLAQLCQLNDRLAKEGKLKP
# SARS 3CLpro inh: SARS-CoV 3CLpro protease inhibition | P0C6X7 | recombinant SARS-CoV 3CLpro, quenched FRET peptide cleavage | inhibition, % at 6 µM | 290,000 compounds, 0.14% hits | AID 1706; in the data active means inhibition above about 12%
# MazF activator: MazEF (E. coli) toxin RNase activation; FAM/BHQ RNA-DNA oligo cleavage fluorescence, 5 h; activation, % at 20 µM; 350,000 compounds, 0.32% hits; AID 504720; in the data active means activation above about 50%
# Target sequence (P0AE70 whole entry, looked up): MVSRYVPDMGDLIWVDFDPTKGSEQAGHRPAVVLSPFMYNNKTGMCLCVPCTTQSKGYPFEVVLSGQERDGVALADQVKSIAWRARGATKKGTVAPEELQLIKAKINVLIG
# FBA Mtb inh: inhibitors of M. tuberculosis fructose-bisphosphate aldolase; P9WQA3; purified M. tuberculosis FBA, fluorescence read-out; inhibition, % at 1 µM; 360,000 compounds, 2.3% hits; AID 588726; in the data active means inhibition above about 27%;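 further: 0% = vehicle and 100% = reference inhibitor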
# Target sequence (P9WQA3 whole entry, looked up): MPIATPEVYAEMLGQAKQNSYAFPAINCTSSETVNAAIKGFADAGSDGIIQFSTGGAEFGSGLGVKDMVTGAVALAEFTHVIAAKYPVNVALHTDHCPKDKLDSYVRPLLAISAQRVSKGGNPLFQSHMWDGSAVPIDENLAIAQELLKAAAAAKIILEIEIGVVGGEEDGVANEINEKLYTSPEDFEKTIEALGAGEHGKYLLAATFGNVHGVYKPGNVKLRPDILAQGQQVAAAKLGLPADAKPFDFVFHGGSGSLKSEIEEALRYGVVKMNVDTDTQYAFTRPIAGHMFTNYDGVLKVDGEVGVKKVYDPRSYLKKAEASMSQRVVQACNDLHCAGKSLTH
# Mtb BioA inh: inhibitors of Mycobacterium tuberculosis BioA enzyme | AID 602481 | purified M. tuberculosis BioA enzyme, plate reader | inhibition, % at 9.99 µM | 360,000 compounds, 0.096% hits; in the data active means inhibition above about 40%
# Mtb UGM inh: inhibitors of M. tuberculosis UDP-galactopyranose mutase; 320,000 compounds, 0.06% hits; inhibition, % at 10 µM; P9WIQ1; purified UGM, fluorescence polarization probe displacement; in the data active means inhibition above about 10%, passing the limit was not always enough
# Rv3671c protease: inhibits the M. tuberculosis serine protease Rv3671c; P9WHR9; inhibition, % at 5.96 µM; 320,000 compounds, 0.048% hits; in the data active means inhibition above about 38%;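 further: extracellular domain of Rv3671c used as enzyme; 0% = enzyme with DMSO and 100% = no enzyme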
# Target sequence (P9WHR9 whole entry, looked up, the tested form may be a part): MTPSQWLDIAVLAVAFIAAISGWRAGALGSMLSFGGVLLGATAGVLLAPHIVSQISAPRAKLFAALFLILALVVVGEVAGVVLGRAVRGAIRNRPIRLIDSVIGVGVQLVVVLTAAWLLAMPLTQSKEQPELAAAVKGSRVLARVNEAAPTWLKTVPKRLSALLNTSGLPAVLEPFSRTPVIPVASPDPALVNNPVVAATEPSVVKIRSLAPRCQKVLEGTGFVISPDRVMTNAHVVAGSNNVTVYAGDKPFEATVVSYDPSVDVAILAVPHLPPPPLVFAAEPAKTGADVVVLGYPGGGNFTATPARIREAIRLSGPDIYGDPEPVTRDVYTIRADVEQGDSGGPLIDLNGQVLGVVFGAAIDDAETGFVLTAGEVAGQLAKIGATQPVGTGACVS
# SSB-PriA inh: inhibitors of Klebsiella pneumoniae PriA binding to SSB C-terminal tail | AlphaScreen SSBct-PriA binding, biotinylated peptide | AID 1272365 | 430,000 compounds, 0.6% hits | inhibition, % at 33 µM; in the data active means inhibition mostly above about 37%, no sharp cut-off; inactive means mostly below about 20%;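 further: plate controls were negative control peptide for no effect and reference peptide for full effect; strong numbers were not always called active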
# GDH-TPI inh: GDH-TPI coupled enzyme inhibition counter-screen; GDH-TPI coupled enzyme counterscreen, NADH absorbance; inhibition, % at 4.8 µM; 360,000 compounds, 1.2% hits; AID 588335; in the data active means inhibition above about 30%;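 further: 0% = DMSO wells and 100% = wells lacking the enzyme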
# BH1578 lux ind: induces V. cholerae light production without autoinducers | 350,000 compounds, 0.16% hits | V. cholerae BH1578 lux reporter, luminescence, 6 h | AID 588436 | activation, % at 18.7 µM; in the data active means activation mostly above about 9.7%, no sharp cut-off; further: not every result past the cut was called active; inactives centre near 0; reference of the scale not given here
# * = called active by the depositor; i = inactive; / = no result given.
SMILES,DUSP3 inh,SARS 3CLpro inh,MazF activator,FBA Mtb inh,Mtb BioA inh,Mtb UGM inh,Rv3671c protease,SSB-PriA inh,GDH-TPI inh,BH1578 lux ind
O=C(COC(=O)c1cc(=O)[nH]c2ccccc12)Nc1ccc(F)cc1F,/,/,-8.7,8.8,-3.1,3.1,3.2,-1.4,19.3,i
COc1ccc(N2CCN(CCCNC(=O)C(=O)c3c(C)[nH]c4ccccc34)CC2)cc1,-5.0,4.7,-3.0,3.4,-0.5,-2.1,-7.5,42.1,24.8,i
O=C(CCN1CCN(CCO)CC1)Nc1ccc(C2CCCC2)cc1,28.8,4.5,6.4,1.3,/,-3.4,-7.2,-17.1,-7.0,-0.3
CCSc1nc2c(c(=O)[nH]c(=O)n2C)n1Cc1ccc(Cl)cc1,11.9,-2.6,-6.1,4.8,0.3,0.2,-4.2,4.0,10.1,i
CCN1C(=O)[C@H]2[C@@H](c3ccc(-c4ccc(Cl)c(Cl)c4)cc3)N[C@@](Cc3ccccc3)(C(=O)OC)[C@H]2C1=O,/,/,-11.3,-0.4,-1.3,-0.3,7.7,-0.3,-0.9,-5.2
COc1ccc(-c2ccn(-c3cccc(F)n3)n2)cc1,20.2,3.0,-0.3,-2.8,/,/,/,-2.1,-3.8,i
CC(C)[C@H](N)C(=O)NC[C@H](CC(=O)NC[C@H]1CC[C@H](C(=O)O)CC1)c1ccc(Cl)cc1,10.0,-1.5,10.0,-3.7,-1.2,-3.5,-6.1,/,8.2,-1.5
COc1ccc(OC)c(-n2c(O)c(C=NCCN3CCNCC3)c(=O)[nH]c2=S)c1,-1.2,-4.2,3.8,0.4,-0.5,-0.9,-6.7,-7.7,3.3,i
CC(C)NC(=O)COC(=O)/C=C/c1ccco1,5.4,1.6,-1.9,0.2,/,-2.4,-0.3,-0.3,10.8,0.0
CNc1cc(-c2cccc(OC)c2F)nc2ccnn12,/,/,/,109.1*,0.7,/,/,/,7.1,i
Cc1ccc2cc(COC(=O)c3ccco3)c(=O)[nH]c2c1,21.8,0.0,2.2,3.4,-2.4,-3.0,0.8,-12.8,5.4,16.7*
CCOCc1nnc(NC(=O)c2cccs2)s1,-8.3,-0.9,1.0,0.3,-1.0,-1.7,3.7,-5.2,5.9,-0.2
COC(=O)C(CCSC)NS(=O)(=O)c1ccc(Cl)cc1 (configuration not stated),-2.9,4.2,4.9,-2.4,/,-1.1,-4.7,-4.1,-3.2,-0.1
Cc1sc(-n2c(C)cc(C=C3C(=O)NC(=O)NC3=O)c2C)c(C#N)c1C,2.6,9.9,-11.9,/,/,-1.1,0.4,3.9,/,/
Cc1cc2nc(-c3ccco3)cc(C(F)(F)F)n2n1,-10.4,0.6,6.2,-1.5,-1.2,-1.8,5.9,-4.9,1.9,0.0
O=c1cc(N2CCN(c3cccc(Cl)c3)CC2)[nH]c(=O)n1C1CCCCC1,3.8,1.9,5.5,0.5,0.2,-6.0,-3.0,-0.4,11.4,i
CCn1c2ccccc2c2cc(NC(=O)COC(=O)C3CCC(=O)N3)ccc21 (configuration not stated),6.2,3.4,5.6,2.0,-0.1,1.9,3.1,-12.5,0.0,-1.4
Cn1c(N)c(C(=O)COC(=O)c2ccco2)c(=O)n(C)c1=O,57.1*,3.6,2.7,-0.2,-3.3,1.1,1.4,20.0,8.1,-0.1
COc1ccc(-c2nc(CS(=O)(=O)CC(=O)Nc3cccc(C(C)=O)c3)c(C)o2)cc1,1.3,1.1,11.6,2.0,-0.2,-0.8,-10.8,-9.4,3.6,i
CCOC(=O)C1CCCN(C(=O)CNS(=O)(=O)c2ccc(Br)s2)C1 (configuration not stated),13.3,7.0,4.9,3.2,-3.7,-0.5,-3.6,-5.9,4.0,-0.4
CCOC(=O)C(=O)Nc1cc(C(=O)OC)cc(C(=O)OC)c1,21.7,0.8,7.5,-10.6,/,0.3,2.7,-6.0,-6.0,-1.9
CCOC(=O)C1(Cc2ccccc2)CCN(Cc2ccc3c(c2)OCCO3)CC1,29.7,-0.5,5.6,0.6,/,-1.3,7.8,6.8,7.3,-0.1
COc1ccc(C(=O)NCCc2nnc3ccc(SCC(=O)Nc4ccccc4)nn23)cc1,9.6,4.9,-3.6,1.4,-0.1,-0.1,-1.1,7.0,-3.1,-0.1
Cc1cc2c(c(=O)n1CCN(C)C)C(c1ccccc1Br)C(C#N)=C(N)O2 (configuration not stated),12.1,0.3,-1.0,2.3,/,-1.7,-0.4,-5.3,-17.1,1.1
COc1cc(/C=C2/SC(=Nc3ccc(O)cc3)NC2=O)cc(OC)c1O,9.9,1.4,-172.4,-3.9,/,-0.7,2.5,7.5,17.6,-1.6
CCCCCc1ccc(OCCOCCn2c[n+](C)c3ccccc32)c(CCCCC)c1,-20.3,2.8,-7.2,-0.1,/,/,/,19.7,7.1,-0.3
COC(=O)Cc1csc(NC(=O)CSc2nncn2C)n1,/,/,6.8,0.8,-1.1,0.1,1.4,-3.3,-5.3,-0.1
COc1ccc(C(=O)N/C(=C\c2ccc(Cl)cc2)C(=O)NCc2ccncc2)cc1,/,/,7.5,-1.5,-0.3,/,/,/,-12.5,i
C[C@@H](C(=O)Nc1ccc2ccccc2c1)[C@@H]1C[C@@]1(C)[C@@H](N)c1ccccc1,/,/,3.5,-2.2,1.7,-0.7,7.5,-0.8,-8.4,i
CCOC(=O)Cc1nnc(NC(=O)COc2ccc(C)cc2)s1,-0.2,1.5,2.8,-0.5,-1.4,1.6,-3.2,-19.1,0.8,-0.6
COc1ccccc1-c1nc2c(c(SCC(=O)N3CCCCC3)n1)Cc1c(CO)cnc(C)c1O2,22.8,-0.7,18.0,1.2,/,-0.7,9.5,14.1,11.8,i
COc1cccc(/C=C2\SC(=O)N(CCC(=O)NNC(=O)c3ccccc3Cl)C2=O)c1,23.7,-6.2,-16.2,0.1,0.5,-0.4,-0.1,-9.2,18.7,-3.3
CC(C)OC(=O)/C(=C\c1ccc2c(c1)c1ccccc1n2C)NC(=O)c1ccccc1,18.6,1.8,-2.2,1.7,-1.3,-1.6,-32.4,-3.7,20.6,i
COc1ccc(NC2=NCC(=O)N2c2ccccc2F)cc1,3.3,3.9,8.9,5.1,-1.5,1.9,-6.3,-21.2,6.9,-1.3
Cc1nc(/N=C(\N)N(C)C)[nH]c(=O)c1C,18.8,-1.9,7.7,0.8,-1.1,-0.5,-8.8,/,-1.8,-0.5
CSc1ccc(CNc2ncc(-c3cccc([N+](=O)[O-])c3)n2C)cc1,9.4,-4.4,-2.9,-0.1,0.4,0.6,0.0,37.7,9.4,0.8
CSc1ncccc1C(=O)N1CCC(C)(C(=O)O)C1 (configuration not stated),/,/,/,-2.3,-0.5,/,/,/,2.2,-0.7
CCCCCCSc1ccc([C@@H]2[C@@H]3C(=O)N(CC)C(=O)[C@@H]3[C@]3(C(=O)OC)CCCCN23)cc1,/,/,3.2,2.1,-0.7,-2.1,-10.0,-5.0,-7.6,-4.0
Oc1cccc(C=NCc2ccccc2)c1O,-3.9,-1.5,2.7,-6.3,-0.2,0.3,-24.1,-23.9,28.3,-0.4
Cc1ccc(NC(=S)NCC2CCCO2)c(OC(F)F)c1 (configuration not stated),4.6,1.2,6.9,5.3,-2.1,-0.6,-2.4,-8.9,-5.2,-0.2

# Of the compounds above, 2 contain a COOH group:
SMILES,DUSP3 inh,SARS 3CLpro inh,MazF activator,FBA Mtb inh,Mtb BioA inh,Mtb UGM inh,Rv3671c protease,SSB-PriA inh,GDH-TPI inh,BH1578 lux ind
CC(C)[C@H](N)C(=O)NC[C@H](CC(=O)NC[C@H]1CC[C@H](C(=O)O)CC1)c1ccc(Cl)cc1,10.0,-1.5,10.0,-3.7,-1.2,-3.5,-6.1,/,8.2,-1.5
CSc1ncccc1C(=O)N1CCC(C)(C(=O)O)C1 (configuration not stated),/,/,/,-2.3,-0.5,/,/,/,2.2,-0.7

# Next part:
SMILES,DUSP3 inh,SARS 3CLpro inh,MazF activator,FBA Mtb inh,Mtb BioA inh,Mtb UGM inh,Rv3671c protease,SSB-PriA inh,GDH-TPI inh,BH1578 lux ind
O=C(O)c1ccc(Nc2ncnc3c2cnn3Cc2ccccc2)cc1,10.6,1.1,-3.2,5.5,1.5,-0.2,8.5,-2.6,5.5,-1.0
CC(=O)Nc1ccc(/C(C)=N/NC(=O)c2ccc(CN3CCOCC3)cc2)cc1,-6.2,6.3,8.9,-0.6,/,0.4,1.8,/,1.6,-1.0
O=C(CSc1nc2ccccc2c(=O)[nH]1)Nc1ccc(N2CCOCC2)cc1,11.0,-2.7,5.1,2.6,0.6,-1.2,2.9,-0.6,-8.4,2.3
CCc1ccc(NC(=O)C(CC)Sc2nc3cc4c(cc3c(=O)n2Cc2ccco2)OCO4)cc1 (configuration not stated),4.2,4.8,-8.6,-1.0,-2.1,-0.9,2.1,-0.9,7.7,i
CC(C)OC(=O)CC1C(=O)NCCN1C(=S)NC(=O)CCc1ccccc1 (configuration not stated),30.7,-7.2,-2.4,1.4,/,1.6,7.7,-13.1,-4.0,i
Cc1ccc(OCC(=O)N/N=C2\CC(=O)CC(C)(C)C2)c(Br)c1,9.2,-5.2,-3.0,-1.2,-1.9,1.3,/,/,0.7,i
CC1CN(C(=O)CSc2nnc(C3CCCCC3)n2N)CC(C)O1 (configuration not stated),/,/,2.1,1.4,-2.0,0.7,7.2,-14.0,6.6,-1.0
c1ccc(CSc2ccc(-c3cccnc3)nn2)cc1,6.2,-1.6,-8.3,2.5,/,-1.2,-2.8,-16.4,-4.4,-0.3
O=C(COC(=O)c1cnccn1)NCCc1ccc(Cl)cc1Cl,-6.0,-0.6,11.8,0.0,/,0.4,-10.0,-16.7,-6.3,-0.3
Cc1ccccc1NC(=O)CCN1CCN(Cc2ccccc2)CC1,-4.8,4.7,-1.3,-5.5,1.0,0.4,2.2,-3.0,-3.7,i
C[C@H](NC(N)=O)C(=O)N1CCN(S(=O)(=O)c2ccc3ccccc3c2)CC1,-2.3,-5.2,4.2,-1.1,-2.2,1.6,2.2,-6.7,1.1,-0.5
CCC(=O)Nc1ccccc1Oc1ccccc1,13.5,-0.1,3.3,-1.3,-2.1,-3.7,-2.6,-9.4,4.6,-0.3
Cc1oc2ccc(OCc3ccc(F)cc3)cc2c1C(=O)O,11.9,8.2,-0.2,-2.8,-0.4,1.5,-3.8,-3.5,6.4,-0.4
CN=c1scc(C)n1/N=C/c1cc(Br)c(O)c(OC)c1,41.6,-3.5,-1.2,1.6,0.2,0.1,8.8,/,5.7,-1.3
CS(=O)(=O)CC(=O)Nc1ccc2nc3n(c(=O)c2c1)CCCCC3,5.4,1.9,-0.2,4.4,-1.5,-1.1,7.5,11.2,3.4,-0.1
COc1ccccc1NC(=O)C(C)OC(=O)C1CCN(S(=O)(=O)c2ccccc2C(F)(F)F)CC1 (configuration not stated),/,/,2.4,0.1,-1.9,/,/,-8.5,14.6,i
O=C(Nc1ccc(Br)cc1)C1CC(O)CN1C(=O)Oc1ccccc1 (configuration not stated),12.5,-10.1,3.8,-0.6,-2.2,1.9,2.6,-2.9,17.1,i
OCCC1CN(Cc2cc(F)ccc2-n2cccn2)CCN1C1CCCC1 (configuration not stated),3.8,-1.2,2.5,-0.1,0.4,1.7,2.9,-5.0,4.2,-2.3
COC(=O)/C=C1\S/C(=N\N=C\CC(=O)OC)NC1=O,-6.4,1.0,-11.0,-1.5,-2.3,2.5,6.6,/,-3.1,-0.6
COc1ccc(CC(=O)Nc2ccc3nc(SC)sc3c2)cc1OC,29.7,4.0,-2.3,-4.3,/,3.4,-5.0,-1.3,-0.6,i

# Entries of single compounds as entered above. Values in the order: DUSP3 inh | SARS 3CLpro inh | MazF activator | FBA Mtb inh | Mtb BioA inh | Mtb UGM inh | Rv3671c protease | SSB-PriA inh | GDH-TPI inh | BH1578 lux ind
# Cc1oc2ccc(OCc3ccc(F)cc3)cc2c1C(=O)O across the screens: 11.9 | 8.2 | -0.2 | -2.8 | -0.4 | 1.5 | -3.8 | -3.5 | 6.4 | -0.4
# OCCC1CN(Cc2cc(F)ccc2-n2cccn2)CCN1C1CCCC1 (configuration not stated) across the screens: 3.8 | -1.2 | 2.5 | -0.1 | 0.4 | 1.7 | 2.9 | -5.0 | 4.2 | -2.3

# Screens deposited in PubChem BioAssay by several laboratories.

# Only part of the results is shown; the hit share may differ from the screen's.
